# N370S GC mod – qHTS Assay for Inhibitors and Activators of N370S glucocerebrosidase as a Potential Chaperone Treatment of Gaucher Disease; Potency, µM (titrated, usually from 59.4 µM), for the others: at the top dose activity change, negative = inhibition, most hits filed as inhibitors; actives 0.092% (n = 330,000); Lysosomal acid glucosylceramidase (Homo sapiens), P04062; AID 2101, 2009; N370S GC spleen homogenate, 4MU-glucoside fluorescence;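 note: 0% = full enzyme activity and -100% = no enzyme basal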
# TDP1 cell noCPT – qHTS for Inhibitors of human tyrosyl-DNA phosphodiesterase 1 (TDP1): qHTS in cells in absence of CPT; Potency, µM (series often up to 46.2 µM), for the others: at the highest dose activity change, negative = growth inhibition, usual class: inhibitors; actives 15% (n = 420,000); DT40 Tdp1-/- hTDP1 cells, no CPT, ATP luminescence, 48 h; note: nearly all actives have a fitted effect of over 55% in size
#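 A cellular qHTS used chicken DT40 cells lacking endogenous Tdp1 but carrying stably transfected human TDP1. Compounds were applied without camptothecin, and cell growth kinetics were judged by ATP-dependent luminescence after ≥48 hr.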
# TDP1 inh – qHTS Assay for Inhibitors of Tyrosyl-DNA Phosphodiesterase (TDP1); recombinant TDP1, AlphaScreen DNA substrate cleavage; Potency, µM (top dose mostly 130 µM), inactives show top-dose activity change, negative = inhibition, usual class: inhibitors; actives 0.28% (n = 350,000); note: nearly all actives have a fitted effect of over 40% in size
# Target sequence (Q9NUW8 whole entry, looked up): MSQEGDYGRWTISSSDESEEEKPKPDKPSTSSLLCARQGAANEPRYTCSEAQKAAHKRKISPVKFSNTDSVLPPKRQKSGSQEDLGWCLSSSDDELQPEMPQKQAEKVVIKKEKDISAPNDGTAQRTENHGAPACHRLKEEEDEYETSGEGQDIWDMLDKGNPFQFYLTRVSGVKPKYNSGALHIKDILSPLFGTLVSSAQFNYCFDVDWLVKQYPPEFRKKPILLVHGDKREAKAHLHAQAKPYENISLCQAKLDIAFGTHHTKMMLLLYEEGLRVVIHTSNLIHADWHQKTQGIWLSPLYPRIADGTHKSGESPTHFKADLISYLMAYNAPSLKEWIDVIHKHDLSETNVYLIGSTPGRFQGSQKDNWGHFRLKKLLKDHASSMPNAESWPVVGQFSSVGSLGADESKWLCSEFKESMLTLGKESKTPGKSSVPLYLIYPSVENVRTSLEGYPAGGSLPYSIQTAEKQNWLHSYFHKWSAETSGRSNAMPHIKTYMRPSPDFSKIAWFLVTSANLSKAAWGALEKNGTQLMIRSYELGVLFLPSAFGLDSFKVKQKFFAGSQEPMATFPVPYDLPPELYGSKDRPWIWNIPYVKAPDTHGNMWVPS
#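 E. coli-derived human Tdp1, 1 nM final. Cpd preinc 15 min RT; substrate 15 nM final, 5 min RT; AS bead mix 10 ug/ml final, 10 min RT. Signal loss = tyrosine-FITC cleavage. No-enzyme wells = max signal.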
# The depositor's hits bear a star; ? = inconclusive; . = no result given; & = joins results of further samples; [ ] = dose if it differs, or a comment. Calls come from the whole dose curve; as a rule, active = well fitted curve in the direction sought with a large enough effect; inconclusive = small, poorly fitted or top-dose-only effect, or another doubt; inactive = no such curve, though single readings can be large; an effect the other way counts as inactive or inconclusive. Unless noted, % is set by controls: 0 for no effect and ±100 for the full control effect; potency is the fitted concentration of half-maximal effect.
SMILES,N370S GC mod,TDP1 cell noCPT,TDP1 inh
CC(C)OC(=O)c1cn(Cc2c(F)cccc2F)c2sc(-c3ccc(NC(=O)C(C)C)cc3)c(CN(C)Cc3ccccc3)c2c1=O,-8%,.,10%
CCOC(=O)C1CCCN(C(=O)Cn2nc(Cc3cccnc3)c3ccccc3c2=O)C1 (stereo not drawn),-18%,11%,7%
COc1ccc(-c2cc(=O)oc3cc(OCC(=O)N(C)C4CCS(=O)(=O)C4)ccc23)cc1 (stereo not drawn),-5%,0%,4%
COc1ccccc1C(=O)C1CCCN(C(=O)CCc2ccccn2)C1 (stereo not drawn),-1%,?,3%
CC(C)(C)OC(=O)N1CCC(NC(=O)c2[nH]cnc2C(=O)Nc2ccon2)CC1,.,?,1%
O=C(CNCc1ccccc1Cl)Nc1ccccc1N1CCCCC1,4%,-25%,-1%
COc1ccc(N(Cc2ccccc2)S(=O)(=O)c2cccc(C(=O)NC3=NCCS3)c2)cc1,8%,-22%,7%
O=C(Nc1cccc(Cl)c1)NC1CC2CCC(C1)N2Cc1ccco1 (stereo not drawn),6%,?,10%
Cc1ccc(S(=O)(=O)Nc2cc(C)cn(Cc3ccc(F)cc3)c2=O)cc1,1%,?,.
COCC[N+]1(C)CCCCC1,18%,-11%,1%
Cc1ccccc1CN(C)C(C)C(=O)Nc1ccccc1F (stereo not drawn),3%,26µM*,-6%
COc1cc2ccccc2cc1C(=O)N1CCN(c2nc3c(F)cccc3s2)CC1,.,16µM*,0%
CCc1cccc(NC(=O)c2cc(-c3ccccc3)n[nH]2)c1,.,-14%,0%
CCN(CC)C(=O)c1sc(NC(=O)C(C)Sc2nc(-c3ccccc3)cc(C(F)(F)F)n2)c(C(=O)OC)c1C (stereo not drawn),.,7.3µM*,-3%
O=C(NCCCN1CCOCC1)c1ccccc1NS(=O)(=O)c1cc([N+](=O)[O-])ccc1Cl,-4%,-16%,5%
O=C1CCC/C=C\C[C@@H](CC(=O)N(CCO)Cc2ccccc2)C(=O)NCCO1,.,-3%,-1%
Cc1[nH]cnc1C(=O)N/N=C/c1c(Cl)cccc1Cl,-4%,?,.
Cc1ccc(C(=O)CSC2=NC(N)=C(C#N)C3(CCCCC3)C2C(N)=O)cc1 (stereo not drawn),3%,-109%,6%
Cc1cccc(NS(=O)(=O)c2ccc(C)c(C(=O)NCc3ccccn3)c2)c1,1%,?,3%
O=C1CC(C(F)(F)C(F)(F)C(F)(F)C(F)(F)F)=Nc2ccccc2N1,?,?,6%
CC(CN1CCN(C)CC1)OC(=O)c1ccc(Cl)cc1 (stereo not drawn),-23%,-5%,2%
C/C(=N\NC(=O)CN(c1ccccc1Br)S(C)(=O)=O)c1ccc2c(c1)OCCO2,-6%,-20%,4%
CNC(=O)COC(=O)c1c2c(nc3ccccc13)CCC2,2%,?,.
Cc1nc2c3cnn(-c4ccc(C)c(C)c4)c3ncn2n1,3%,?,2%
Oc1ccccc1-c1nc2cnccn2c1Nc1ccc(Cl)cc1,.,?,9%
CC(C)C(NC(=O)C(c1ccccc1)c1ccccc1)c1nc2ccccc2[nH]1 (stereo not drawn),7%,?,4%
N=C(N)N1CCN(Cc2ccccc2)CC1,-3%,.,3%
CC(C)Oc1ccc(C(=O)N2CCCCC2CCN2CCCCC2)cc1 (stereo not drawn),.,-28%,0%
COc1ccc(CNC(=O)c2ccc(N3CCC4(CC3)CC(c3ccc(Cl)cc3)=NO4)c(NC(=O)Cc3ccc(F)cc3)c2)cc1,.,-6%,0%
COc1ccc(S(=O)(=O)N2CCC(n3c(C(F)(F)F)nc4cccnc43)CC2)cc1OC,.,?,-3%
CCn1c(SCC(=O)NC2CCCCC2)nnc1-c1cc2cccc(OC)c2o1,9%,23µM*,0%
Cc1ccnc(NC(=O)COC(=O)C23CC4CC(CC(C4)C2)C3)n1,24%,13%,-9%
N#Cc1nc(-c2ccc(COc3ccccc3)o2)oc1N1CCCCC1,.,23µM*,8%
Cc1c2c(n3c(nc4ccccc43)c1C#N)N(c1ccccc1)CC2,1%,.,-6%
CCCCCOC(=O)c1ccc(NC(=O)c2ccco2)cc1,1%,?,7%
O=C(NC1CCCc2c1cnn2-c1ccccc1F)c1ccccn1 (stereo not drawn),0%,?,6%
Cc1nc(Cl)c(C(=O)NCCc2ccccc2)c(C)c1[N+](=O)[O-],-16%,13%,.
CCc1ccc(C(C)NC(=O)C2CCCO2)cc1 (stereo not drawn),-3%,-12%,3%
Cc1cc(N2CCOCC2)nc(SCC(=O)OCc2ccccc2)n1,-19%,4%,5%
COc1cccc(NC(=S)N(CCCN2CCCC2)Cc2cccn2Cc2ccc(Cl)cc2)c1,-22%,18µM*,7%
C=C(c1cccc2ccccc12)P(=O)(O)O,-10%,-4%,-3%
O=S(=O)(c1cccc(F)c1)N1CCC(Oc2ccc(-n3cnnn3)cc2)CC1,.,15µM*,2%
Cc1cc2oc(=O)c3c(c2cc1OCc1nn[nH]n1)CCCC3,13%,-7%,-5%
COC(=O)c1cccc(Cn2c(Cl)c(/C=N/NC(=O)c3ccco3)sc2=O)c1,-14%,9.2µM*,-5%
Cc1ccc2oc(C(=O)Nc3cccc(-c4nc5ccccc5s4)c3)c(C)c2c1,.,?,3%

# The final 2 compounds of the part before open the next one:
SMILES,N370S GC mod,TDP1 cell noCPT,TDP1 inh
COC(=O)c1cccc(Cn2c(Cl)c(/C=N/NC(=O)c3ccco3)sc2=O)c1,-14%,9.2µM*,-5%
Cc1ccc2oc(C(=O)Nc3cccc(-c4nc5ccccc5s4)c3)c(C)c2c1,.,?,3%
CC(C)(C)OC(=O)N1CCC(c2c(C(=O)N3CCCCC3)cnn2-c2ccc(F)cc2F)CC1,.,?,3%
Cc1cc(S(=O)(=O)Nc2ccc(C(=O)NCC(C)(C)N3CCOCC3)cc2)ccc1F,-26%,17%,3%
Cc1cccc(NC(=O)CSc2nnc(CNC(=O)c3ccc(S(=O)(=O)N(C)C)cc3)n2-c2ccccc2)c1,2%,?,0%
Nc1ccc2nc(-c3ccc(O)cc3)sc2c1,.,21µM*,2%[12.3 µM]
C=CCN1C(=O)CN=C1Nc1cc(C)ccc1C,13%,6%,-2%
Cc1ccc(NC(=O)CN2CCc3ccccc3C2)cc1,1%[12.8 µM],-22%,-2%
CN1CCN(S(=O)(=O)c2cccc(C(=O)NC3CCCc4ccccc43)c2)CC1 (stereo not drawn),-1%[2.35 µM],-9%,0%
CNC(=O)/C(C#N)=C/c1c(N2CCN(C)CC2)nc2c(C)cccn2c1=O,3%,1%,.
COc1cccc(CC(=O)N2CCN(c3ccccc3[N+](=O)[O-])CC2)c1,14%,-14%,3%
Cc1ccc(C(=O)OCCc2c(C)[nH]n(-c3ccccc3)c2=O)cc1,13%,-20%,-3%
N#Cc1ccccc1CSc1nnc(-c2ccncc2)o1,-7%,-12%,.
CC(C)CN(C(=O)C1CCCO1)c1c(N)n(CC(C)C)c(=O)[nH]c1=O (stereo not drawn),-5%,0%,8%
COc1ccc(-c2nc(CN3CCC(C(=O)NCCN(CC(C)C)CC(C)C)CC3)c(C)o2)cc1OC,.,?,3%
CCN(CC)S(=O)(=O)c1cccc(NC(=O)c2ccccc2Br)c1,-7%,?,8%
Cc1cc(Cl)ccc1NC(=O)COC(=O)CCNS(=O)(=O)c1ccccc1,.,-11%,1%
CC1CCC(C(C)C)[C@H](O)C1 (stereo partly drawn),0%,0%,-4%[56.1 µM]
C/C(=N\NC(=O)c1ccc([N+](=O)[O-])cc1)c1cccc([N+](=O)[O-])c1,-3%,-22%,3%
Cc1cccc(C)c1NC(=O)CN(C)c1ccc(C(F)(F)F)cn1,17%,?,3%
O=C(NN1C(=O)/C(=C/c2cccs2)SC1=S)c1cccnc1,-7%,?,4%
Cn1c(=O)c2c(nc(CN3CCN(C(=O)c4ccco4)CC3)n2Cc2ccc(F)cc2)n(C)c1=O,9%,-2%,6%
CCCc1nn2c(=O)cc(COc3ccc(NC(=O)c4ccco4)cc3)nc2s1,2%,21%,-17%
COc1cccc(-c2nc(-c3ccc(NC(=O)Cc4ccccc4OC)cc3)no2)c1,7%,?,1%
O=C(CCN=C1NS(=O)(=O)c2ccccc21)OCc1cccc(Cl)c1,-2%,?,1%
O=S(=O)(NCCc1ccc(F)cc1)c1ccc(F)cc1Br,.,-24%,-3%[56.1 µM]
O=C(c1ccc2ccccc2c1)C1CCCN(C(=O)c2cnccn2)C1 (stereo not drawn),-1%,-22%,.
CC1=CN2C(=N)/C(=C/c3ccc(Sc4ccc(C)cc4)o3)C(=O)N=C2S1,-3%,?,2%
CCc1ccc(NC(=O)CSc2nc(C)c(C(=O)Nc3ccccc3)c(-c3ccc(OC)c(OC)c3)c2C#N)cc1,.,4%,2%[12.3 µM]
CCN1CCc2c(sc(NC(=O)c3ccc(S(=O)(=O)N4CCOCC4)cc3)c2C(=O)OC)C1,-3%,?,2%
C=CCC(O)(CC=C)CNC(=O)c1ccc(OC)c(OC2CCN(C(C)=O)CC2)c1,-1%,19%,2%
CCCC(=O)O/N=C(\c1ccccc1)c1ccncc1,-1%,-6%,.
Nc1nc(N)c(N=Nc2ccc(C(=O)O)cc2)c(N)n1,-9%,2%,?
CCC(=O)N1CCc2cc(S(=O)(=O)CCC(=O)N3CCc4ccccc4C3)ccc21,3%,-26%,-3%
CCOC(=O)c1ccc(NC(=O)N2CC(C)OC(C)C2)cc1 (stereo not drawn),-1%&-12%,-1%,0%&8%
CCOc1cccc(/C=C/c2ccc3ccccc3n2)c1OC(C)=O,-17%,?,5%
CC(C)CCC1(C)NC(=O)N(CC(=O)Nc2ccc3c(c2)OCCO3)C1=O (stereo not drawn),.,21%,0%
CCc1c(O)nc(SCC(=O)Nc2ccccc2OC)[nH]c1=O,-1%,0%,3%
Cc1ccccc1OCc1nc2ccccc2c(=O)n1/N=C/c1c[nH]c2ccccc12,?,-101%,2%
COc1cccc(NC(=O)COc2ccc(C(=S)N3CCN(C)CC3)cc2OC)c1,-24%,?,6%[56.1 µM]
Cn1nnnc1SCC(=O)Nc1ccccc1C(N)=O,-3%,-2%,-4%
CCOc1cc2[nH]c(=S)n(Cc3ccc(C(=O)NCCCOC)cc3)c(=O)c2cc1OCC,-6%,0%,.
Cc1c(C)c(C)c(C(=O)CCc2cccc(NC(=O)CCC(=O)O)c2)c(C)c1C,-13%,?,.
CCCS(=O)(=O)N1CCN=C1SCc1cccc(F)c1,-5%,-27%,0%
COc1ccc(-c2nc(CS(=O)CC(=O)NCCCN3CC(C)CC(C)C3)c(C)o2)cc1OC (stereo not drawn),-1%,-6%,1%
Cc1ccc(N2CN=C(c3ccccc3)NC2=S)cc1,-24%,?,8%
O=C(NCCS(=O)(=O)NCc1ccccc1)c1ccccc1,-6%,-6%,.
CC1CC(C)CN(C(=O)c2ccc3c(c2)N(Cc2ccccc2)CCS3)C1 (stereo not drawn),20%,?,5%
COC1(OC)N=C(N)C2(C#N)C(c3ccccc3)NC(C)=CC12C#N (stereo not drawn),11%,-4%,-2%
COc1ccc(OC)c(N/C(C)=C/C(=O)c2ccc(C)o2)c1,7%,-11%,9%

# Of the compounds above, 12 contain a Cl atom.
SMILES,N370S GC mod,TDP1 cell noCPT,TDP1 inh
O=C(CNCc1ccccc1Cl)Nc1ccccc1N1CCCCC1,4%,-25%,-1%
O=C(Nc1cccc(Cl)c1)NC1CC2CCC(C1)N2Cc1ccco1 (stereo not drawn),6%,?,10%
O=C(NCCCN1CCOCC1)c1ccccc1NS(=O)(=O)c1cc([N+](=O)[O-])ccc1Cl,-4%,-16%,5%
Cc1[nH]cnc1C(=O)N/N=C/c1c(Cl)cccc1Cl,-4%,?,.
CC(CN1CCN(C)CC1)OC(=O)c1ccc(Cl)cc1 (stereo not drawn),-23%,-5%,2%
Oc1ccccc1-c1nc2cnccn2c1Nc1ccc(Cl)cc1,.,?,9%
COc1ccc(CNC(=O)c2ccc(N3CCC4(CC3)CC(c3ccc(Cl)cc3)=NO4)c(NC(=O)Cc3ccc(F)cc3)c2)cc1,.,-6%,0%
Cc1nc(Cl)c(C(=O)NCCc2ccccc2)c(C)c1[N+](=O)[O-],-16%,13%,.
COc1cccc(NC(=S)N(CCCN2CCCC2)Cc2cccn2Cc2ccc(Cl)cc2)c1,-22%,18µM*,7%
COC(=O)c1cccc(Cn2c(Cl)c(/C=N/NC(=O)c3ccco3)sc2=O)c1,-14%,9.2µM*,-5%
Cc1cc(Cl)ccc1NC(=O)COC(=O)CCNS(=O)(=O)c1ccccc1,.,-11%,1%
O=C(CCN=C1NS(=O)(=O)c2ccccc21)OCc1cccc(Cl)c1,-2%,?,1%

# From PubChem

# This is a subset; count on the stated rates, not on these rows.
